CHRM4 antagonist: human M4 muscarinic receptor antagonists, primary screen, CHO cells, Fluo-8 calcium fluorescence | inhibition, % at 3 µM | hit rate 0.73% among 360,000 | AID 624125, 2012 | CHO-hM4 cells, ACh EC80 | Muscarinic acetylcholine receptor M4 (Homo sapiens), P08173;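 active means inhibition above its plate's cutoff, the mean inhibition of sample wells plus 3 SD, cut at about 27% in these data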;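 further: 0% = acetylcholine EC80 with DMSO and 100% = DMSO without agonist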
Target sequence (P08173 whole entry, looked up): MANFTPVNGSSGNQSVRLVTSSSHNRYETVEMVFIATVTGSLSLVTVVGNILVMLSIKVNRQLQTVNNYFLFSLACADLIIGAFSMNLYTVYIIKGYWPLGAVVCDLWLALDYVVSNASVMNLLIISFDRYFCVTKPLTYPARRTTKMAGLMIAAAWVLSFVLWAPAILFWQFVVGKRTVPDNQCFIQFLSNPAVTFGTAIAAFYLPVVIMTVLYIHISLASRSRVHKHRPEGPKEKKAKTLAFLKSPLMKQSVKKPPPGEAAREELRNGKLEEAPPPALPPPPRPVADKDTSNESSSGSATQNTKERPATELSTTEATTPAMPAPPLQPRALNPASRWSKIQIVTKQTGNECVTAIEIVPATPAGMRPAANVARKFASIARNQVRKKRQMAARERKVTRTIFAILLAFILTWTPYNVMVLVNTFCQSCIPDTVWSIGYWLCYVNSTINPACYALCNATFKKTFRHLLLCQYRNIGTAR
CHO-K1 Ca antag: nonselective inhibitor or artifact in parental CHO-K1 cells. ATP-induced calcium, Fluo-8 fluorescence. inhibition, % at 3 µM. hit rate 0.6% among 360,000;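 active means inhibition above a per-plate cutoff, the plate's mean sample inhibition plus 3 SD, cut at about 24% in these data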;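 further: 0% = DMSO plus EC80 ATP and 100% = DMSO alone without ATP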
CHO parental Ca: ATP-evoked calcium signal inhibitors, parental CHO, primary screen, counter-screen for OX1R antagonist project, cell-based, fluorescence, Fluo-8 calcium dye. parental CHO-K1, ATP-induced calcium, Fluo-8 fluorescence. hit rate 0.63% among 330,000. inhibition, % at 5.6 µM;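 active means inhibition above that plate's mean sample inhibition plus 3 SD, cut at about 26% in these data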;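 further: 0% = ATP-challenged DMSO wells and 100% = DMSO wells without ATP; some compounds past the cut are filed as inactive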
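Assay system: untransfected parental CHO cell line. Also added: ATP agonist challenge. Dosing: one dose, 5.6 µM nominal. Measured by: Fluo-8 fluorescence. Read-out: % inhibition. Benchmarks: ATP wells versus no-ATP DMSO wells. Repeats: no replicates.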
M1 antag: human M1 muscarinic receptor antagonists, primary screen, CHO-K1 cells, Fluo-8 calcium fluorescence, 1536-well; Muscarinic acetylcholine receptor M1 (Homo sapiens), P11229; CHO-K1 hM1, ACh EC80 antagonist; inhibition, % at 3 µM; hit rate 1.3% among 360,000;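 active means percent inhibition above its own plate's cutoff, namely the mean of that plate's compound wells plus 3 SD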;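 further: peak over basal fluorescence ratio during 140 s after agonist addition; 0% = ACh EC80 plus DMSO and 100% = DMSO alone without agonist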
M1 ag: human M1 muscarinic receptor agonists, primary screen, Fluo-8 calcium fluorescence, CHO-K1 cells, HTS | activation, % at 3 µM | hit rate 0.33% among 360,000 | Muscarinic acetylcholine receptor M1 (Homo sapiens), P11229 | CHO-K1 hM1, agonist mode; 0% DMSO, 100% acetylcholine EC100;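 active means activation above the run's mean compound activation plus 3 SD, cut at about 16% in these data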;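 further: peak over basal fluorescence ratio within a 140 s kinetic read after compound addition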
OXTR potentiate: human OXTR potentiators, primary screen, fluorescence, CHO-OTR cells, Fluo-8 calcium; Fluo-8 calcium fluorescence, potentiator mode; 0% = oxytocin EC15, 100% = EC100; activation, % at 3 µM; hit rate 0.061% among 320,000; AID 2445, 2010;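 active means activation above that plate's cutoff, the mean activation of tested compounds plus 3 SD, cut at about 6.6% in these data, passing the limit was not always enough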;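 further: 100% uses oxytocin at 75 nM as the full agonist control; some results filed as inactive read as strong as hits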
Target sequence (P30559 whole entry, looked up): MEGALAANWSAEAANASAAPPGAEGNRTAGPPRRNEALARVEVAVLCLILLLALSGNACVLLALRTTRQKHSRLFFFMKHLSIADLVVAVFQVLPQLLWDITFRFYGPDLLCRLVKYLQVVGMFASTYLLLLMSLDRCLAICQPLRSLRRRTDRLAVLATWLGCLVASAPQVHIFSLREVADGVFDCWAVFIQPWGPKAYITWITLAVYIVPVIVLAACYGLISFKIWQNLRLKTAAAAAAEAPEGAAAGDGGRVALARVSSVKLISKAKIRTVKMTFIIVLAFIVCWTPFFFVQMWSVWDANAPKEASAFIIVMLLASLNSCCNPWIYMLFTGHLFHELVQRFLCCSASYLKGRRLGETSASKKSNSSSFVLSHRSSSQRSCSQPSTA
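test system = CHO-OTR cells, human receptor | compound = single-point 3.0 µM | schedule = 6 min compound pre-incubation at room temperature, 100 s kinetic read | signal = Fluo-8 no-wash calcium dye fluorescence, excitation 470-495 nm, emission 515-575 nm | repeats = single well per compound, singlicate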
M1 ag parental: counter-screen for M1 agonists: effect in parental CHO-K1 cells; Fluo-8 calcium fluorescence; scaled to maximal ATP response, vehicle zero; activation, % at 3 µM; hit rate 0.48% among 360,000; in the data active means activation above about 15%;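 further: untransfected CHO-K1 host cells lacking M1 receptor as counterscreen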
CHRM4 agonist: human M4 muscarinic receptor agonists, primary screen, CHO-K1 cells, Fluo-8 calcium fluorescence; Muscarinic acetylcholine receptor M4 (Homo sapiens), P08173; CHO-K1 hM4/Gqi5; vehicle 0%, full acetylcholine response 100%; activation, % at 3 µM; hit rate 0.14% among 360,000; AID 624127, 2012;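 active means activation above the run mean over all test wells plus 3 SD, cut at about 32% in these data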;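 further: peak over basal fluorescence ratio per well then scaled between controls; 0% = DMSO wells and 100% = acetylcholine at EC100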
M1 PAM: human M1 muscarinic receptor positive allosteric modulators, primary screen, CHO-K1 cells, Fluo-8 calcium fluorescence, 1536-well | CHO-K1 hM1, ACh EC20; 0% = ACh EC20, 100% = maximal ACh | hit rate 0.088% among 360,000 | activation, % at 3 µM; in the data active means activation above about 19%, passing the limit was not always enough
Active calls of the source: *; x = not tested or not shown.

SMILES | CHRM4 antagonist | CHO-K1 Ca antag | CHO parental Ca | M1 antag | M1 ag | OXTR potentiate | M1 ag parental | CHRM4 agonist | M1 PAM
CCc1cccc2cc3c(N)c(C(=O)Nc4ccc(S(=O)(=O)N5CCCC5)cc4)sc3nc12 | 21.9 | 19.4 | 33.2 | 33.3 | 11.0 | -7.4 | 16.0* | 17.2 | -7.9
Cc1ccc(N2C(=O)CC(N3CCc4ccccc43)C2=O)cc1Cl (stereo not given) | 5.2 | -3.3 | -13.7 | -7.2 | -4.3 | -25.0 | 0.1 | 1.1 | 4.3
c1cc(-n2cnnn2)ccc1NC1=NCCC1 | -2.1 | -5.6 | -0.3 | -2.3 | -5.0 | -18.7 | 0.7 | 1.6 | 8.7
COC(=O)c1sc2cc(C(F)(F)F)cnc2c1-c1ccccn1 | 0.7 | 12.4 | 13.1 | 3.2 | -4.5 | 2.9 | -0.2 | 0.4 | 0.6
COc1ccc(N2CCN(c3oc(-c4ccc(OC)c(OC)c4)nc3C#N)CC2)cc1 | 9.2 | -6.4 | -9.8 | -10.2 | -1.2 | -3.4 | 1.8 | 0.7 | 7.9
COc1ccc(/C=C(/NC(=O)c2ccccc2OC)C(=O)Nc2ccc(C(=O)O)cc2)cc1 | 12.4 | -6.2 | -0.5 | 1.7 | -1.7 | -6.5 | 0.2 | 0.2 | 5.2
CCn1c(C)nc([N+](=O)[O-])c1Sc1ccc(F)cc1 | 1.8 | -6.3 | -12.2 | -0.5 | -6.6 | -5.6 | 0.4 | 0.8 | 2.7
Cc1ccc(-n2c(-c3cccc(C)c3)n[nH]c2=S)cc1 | -0.3 | -0.2 | -7.9 | -18.2 | -7.5 | 5.1 | 0.1 | -1.4 | 11.8
CC(=O)N1c2ccccc2C2CCCC[C@@H]21 (stereo not given in full) | -9.4 | -10.3 | -5.9 | 2.3 | -10.6 | -6.9 | 0.0 | 1.6 | 3.7
CCN1CCN(C(=O)CSc2nc(N)cc(N)n2)CC1 | -2.6 | -11.3 | -0.1 | -3.8 | -3.9 | -0.2 | 0.3 | 2.1 | 6.3
Cc1ccc(S(=O)(=O)N2CCN(C(=O)c3c(-c4ccccc4)noc3C)CC2)cc1 | -1.7 | -16.6 | -23.8 | -13.3 | -3.0 | -7.6 | 3.0 | 3.9 | 5.9
CCn1c(=O)cc(N2CCCCC2)[nH]c1=O | 21.8 | 7.3 | -15.0 | 2.0 | -4.0 | -12.9 | -0.1 | 1.1 | 1.8
CSc1nc(-c2ccccc2)cc(C)c1C#N | 1.8 | -18.5 | -4.4 | -10.6 | -3.9 | -8.2 | 0.0 | -1.8 | 7.2
CCc1ccc[n+](-c2nc([O-])sc2C=O)c1 | 4.8 | -12.3 | -22.7 | -4.3 | -2.1 | 0.1 | 1.4 | -0.2 | 4.5
COc1ccc(NC(=O)NC2CCN(C(C)C)CC2)c(OC)c1 | -2.7 | -15.7 | -2.0 | 7.9 | -5.7 | -2.7 | 1.0 | 0.5 | 1.3
CCC(=O)N1c2ccc(S(=O)(=O)NCCc3ccccc3)cc2CC1C (stereo not given) | 0.2 | -13.2 | -10.0 | 0.9 | 0.5 | -24.0 | 8.8 | 9.7 | -6.8
O=C(Nc1ccccn1)c1sc2cccc(F)c2c1Cl | 1.3 | -7.6 | -12.7 | 13.8 | -1.2 | -16.4 | 4.3 | 16.4 | -5.8
Cc1ccc(C)c(N2CCN(C(=O)CCc3nc(-c4ccccc4Br)no3)CC2)c1 | 3.1 | 17.1 | 0.2 | 17.5 | -0.8 | x | 7.0 | 13.7 | -12.6
Cc1nc(SCc2nc3c(O)cccc3[nH]2)c2oc3ccccc3c2n1 | 7.6 | -22.9 | -11.9 | -3.5 | -8.1 | -3.3 | 4.6 | 8.5 | 0.5
CC(=O)c1cc(C#N)c(NCc2cc(-c3ccccc3)no2)nc1C | -6.6 | 3.0 | -5.5 | -3.5 | -4.7 | -4.4 | -0.2 | 0.1 | -2.4
O=C(COC(=O)c1cc(=O)[nH]c2ccccc12)NCc1cccc(Cl)c1 | 0.9 | -8.4 | -30.3 | -5.2 | -1.6 | 2.5 | 0.9 | 4.0 | 3.2
O=C(O)Cn1c(SCCOc2ccccc2)nc2ccccc21 | -0.7 | -30.3 | -11.2 | -1.5 | -2.4 | -5.2 | 0.5 | 1.2 | 5.1
CC1CCC(NC(=O)CCS(=O)(=O)c2ccc3c(c2)NC(=O)CS3)CC1 (stereo not given) | -3.8 | -20.5 | -6.4 | -16.8 | -2.6 | 2.8 | 1.0 | 0.8 | 9.2
O=C(COC(=O)Cc1ccsc1)NCc1ccc(Cl)cc1 | 0.0 | -11.9 | -1.2 | -4.5 | -10.9 | -5.5 | 1.3 | 0.5 | 12.1
O=C(Cn1nc(C(F)F)cc1C1CC1)NCCC1=CCCCC1 | 4.6 | -2.3 | -15.9 | -5.9 | -8.4 | -4.1 | 0.7 | 0.1 | 8.0
COc1ccc2c(c1)cc(C(=O)N[C@H](C(=O)N1CCC(C(=O)O)CC1)C(C)C)n2C | 4.8 | -18.7 | -2.3 | -10.2 | -4.3 | -9.9 | 0.5 | 1.2 | 9.8
Cc1noc(C)c1NC(=O)N(C)C[C@H]1Oc2c(NS(=O)(=O)c3cccs3)cccc2C(=O)N([C@H](C)CO)C[C@@H]1C | -20.1 | -12.5 | 2.9 | -9.3 | -5.0 | -5.2 | 0.4 | 1.2 | 6.7
Cc1cc(C)c(C(=O)CC(=O)c2ccccc2Cl)c(O)c1 | -3.0 | 5.5 | -19.5 | 7.2 | -7.3 | -12.7 | -0.5 | -2.0 | -4.0
COc1ccc(C(C)=O)cc1CSc1ncccn1 | -11.7 | 16.2 | -7.5 | -0.3 | -14.4 | -1.4 | 0.3 | 1.4 | 6.7
Cc1nn(C)c(C)c1/C=N/N=C1\CCC2C3CCc4cc(O)ccc4C3CCC12C (stereo not given) | 3.1 | -7.4 | 27.5 | 10.4 | -1.2 | -20.9 | 0.8 | 1.9 | -6.2
C=CCn1c(CCNC(=O)c2cccs2)nnc1SCC(=O)Nc1cccc(C(C)=O)c1 | 10.8 | -2.4 | -28.5 | 6.8 | -3.5 | -0.9 | 0.3 | 1.0 | 0.0
CSc1nnc(Cc2cc(=O)[nH]c(=O)[nH]2)n1-c1cc(C)ccc1C | -1.8 | -10.0 | -5.0 | 13.0 | 0.3 | 5.7 | 0.7 | -0.1 | 3.2
O=C(c1ccc(O)cc1)c1ccc(O)cc1O | 10.2 | -0.3 | -1.8 | -1.9 | 0.9 | -2.8 | 1.7 | 1.4 | 0.3
CN(CC(=O)NC1CCN(Cc2ccccc2)CC1)S(=O)(=O)c1ccc2c(c1)c(=O)n(C)c(=O)n2C | 5.2 | -20.7 | -19.1 | 4.5 | -7.9 | 2.1 | -0.3 | -1.4 | -2.6
CC(C)(C(=O)c1ccccc1)/[N+]([O-])=C/c1ccccc1F | -7.3 | -33.6 | 0.8 | -11.8 | -2.7 | -4.1 | 1.3 | 0.4 | 9.7
CCN1C(=O)[C@H]2[C@@H](c3ccc(-c4ccc(F)cc4)cc3)N3CCCC[C@@]3(C(=O)OC)[C@H]2C1=O | -4.4 | -18.2 | -33.2 | -7.3 | -1.3 | -9.8 | 0.4 | 6.0 | 9.6

One compound at a time (already shown). Screens in order: CHRM4 antagonist	CHO-K1 Ca antag	CHO parental Ca	M1 antag	M1 ag	OXTR potentiate	M1 ag parental	CHRM4 agonist	M1 PAM
Cc1nn(C)c(C)c1/C=N/N=C1\CCC2C3CCc4cc(O)ccc4C3CCC12C (stereo not given) across the screens: 3.1	-7.4	27.5	10.4	-1.2	-20.9	0.8	1.9	-6.2
COc1ccc(/C=C(/NC(=O)c2ccccc2OC)C(=O)Nc2ccc(C(=O)O)cc2)cc1 across the screens: 12.4	-6.2	-0.5	1.7	-1.7	-6.5	0.2	0.2	5.2
Cc1ccc(C)c(N2CCN(C(=O)CCc3nc(-c4ccccc4Br)no3)CC2)c1 across the screens: 3.1	17.1	0.2	17.5	-0.8	x	7.0	13.7	-12.6
CCN1CCN(C(=O)CSc2nc(N)cc(N)n2)CC1 across the screens: -2.6	-11.3	-0.1	-3.8	-3.9	-0.2	0.3	2.1	6.3

Next part.
SMILES | CHRM4 antagonist | CHO-K1 Ca antag | CHO parental Ca | M1 antag | M1 ag | OXTR potentiate | M1 ag parental | CHRM4 agonist | M1 PAM
CCCCn1c(N)c(N(CCC(C)C)C(=O)C2CCCO2)c(=O)[nH]c1=O (stereo not given) | 4.5 | -0.3 | -4.9 | 2.3 | -1.3 | -12.3 | 0.2 | 0.5 | 5.8
COc1ccc2c(c1)c(C(=O)N1CCN(C)CC1)c(C)n2-c1ccccc1 | 0.7 | -5.6 | -18.5 | -5.6 | -2.2 | -5.1 | 0.6 | 1.7 | 4.6
O=C(O)c1cc(NN=C2c3ccccc3-c3ccccc32)ccc1Cl | 1.8 | -15.6 | 20.3 | -1.6 | -4.2 | -17.2 | -0.1 | -0.9 | 2.6
Cc1cccc(C(=O)OCC(=O)c2ccc(CC(=O)N3CCOCC3)s2)c1C | -1.1 | -13.3 | -19.7 | -4.4 | -2.2 | -6.3 | 2.7 | 6.7 | 5.0
COc1nc(SC)nc(Cl)c1Cc1ccc(OC(C)C)cc1 | -4.2 | -14.1 | -9.7 | 2.8 | -1.5 | -3.9 | 0.2 | -0.5 | -5.6
CCCC1CCC(c2ccc(C(=O)NN)cc2)CC1 (stereo not given) | -3.7 | -15.7 | -5.2 | -7.1 | -3.3 | 2.7 | 0.1 | 0.5 | 7.1
Cc1cc(C)n(CC(O)COCc2ccco2)n1 (stereo not given) | -23.4 | -9.9 | -6.6 | -9.9 | -4.1 | -4.2 | 0.0 | 0.6 | 5.0
CC(C)(C)c1ccc(OCCC(=O)NCC(c2cccs2)N2CCOCC2)cc1 (stereo not given) | 9.3 | 4.6 | 6.5 | -3.0 | -0.6 | -9.5 | 0.8 | 3.4 | 2.5
COc1cc(C(C)=O)ccc1OCCCN1CCC(Cc2ccccc2)CC1 | 25.6 | -11.8 | -13.3 | 43.8* | -0.5 | -4.8 | 1.0 | 0.8 | -22.9
CC[C@H]1C(O)C[C@H]2CCN3C(=O)CCC[C@H]1[C@H]23 (stereo not given in full) | -3.9 | -7.9 | -0.2 | -3.6 | -1.0 | x | 1.5 | 0.3 | 7.5
CCCN1Cc2cccc(C(=O)Nc3ccc(-c4nc5ccccc5[nH]4)cc3)c2C1=O | 1.2 | 14.4 | -20.3 | 4.4 | -3.3 | -10.8 | 1.4 | 3.3 | -4.2
